Source: PubChem (Broad Institute)
T cruzi intra – inhibitors of intracellular Trypanosoma cruzi, primary screen, cell-based, plate reader, single point, set 2. intracellular Trypanosoma cruzi in host cells. activity score (inhibition), % at 5.01 µM. actives 4.9% (n = 22,000); in the data active means activity score above about 55%;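 further: parasites and compound incubated about four days before reading; 0% = median of neutral control wells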
INS-1E ATP HTS – protection of INS-1E cells from cytokine death, primary screen, ATP luminescence, single point; INS-1E cytokine-induced death, 48 h; normalised: neutral wells 0, positive control 100; protection from cytokine-induced ATP loss, % at 10 µM; actives 0.1% (n = 20,000); AID 488910, 2010;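 active means mean replicate protection from cytokine-induced ATP loss at least 50% and at least 75% of replicates each reaching 50%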
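assay system = INS-1E rat insulinoma cells | amount = 8000 cells per well | medium = phenol-red-free RPMI with 5% fetal bovine serum | doses = one compound concentration, pin transfer | timing = 48 h cytokine plus compound treatment, 10 min reagent incubation | also added = IL-1β, TNF-α and IFN-γ cytokine mix | signal = CellTiter-Glo luminescence measuring cellular ATP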
Numbers without * were called inactive; / = not tested or not shown. Outcome played no part in choosing rows, and some 4.8% of all compounds hit somewhere here.

SMILES | INS-1E ATP HTS | T cruzi intra
CNC[C@H]1Oc2c(NS(C)(=O)=O)cccc2C(=O)N([C@@H](C)CO)C[C@H]1C | 8.7 | -5.0
C[C@@H]1CN([C@H](C)CO)C(=O)CCCn2nncc2CO[C@H]1CN(C)C(=O)C1CCCCC1 | / | -4.0
C[C@@H]1CN([C@H](C)CO)C(=O)c2cc(NC(=O)Nc3ccccc3)ccc2O[C@H]1CN(C)Cc1ccc2c(c1)OCO2 | -0.7 | -15.0
C[C@@H]1CN([C@@H](C)CO)C(=O)c2cc(NS(=O)(=O)c3ccc(Cl)cc3)ccc2O[C@H]1CN(C)Cc1ccncc1 | -10.3 | 3.4
C[C@@H]1CN([C@H](C)CO)C(=O)c2cc(NS(=O)(=O)c3cn(C)cn3)ccc2O[C@@H]1CN(C)Cc1ccc(Oc2ccccc2)cc1 | -6.7 | 0.0
C[C@@H]1CCCCO[C@@H](CN(C)S(C)(=O)=O)[C@@H](C)CN([C@H](C)CO)C(=O)c2cc(NS(=O)(=O)c3ccccc3)ccc2O1 | 4.8 | -11.8
C[C@H](CO)N1C[C@H](C)[C@@H](CN(C)C(=O)Nc2ccc(C(F)(F)F)cc2)OCc2cn(nn2)CCCC1=O | / | -16.4
COc1ccc(NC(=O)N(C)C[C@H]2Oc3ccc(NS(C)(=O)=O)cc3C(=O)N([C@H](C)CO)C[C@H]2C)cc1 | -0.5 | -14.7
C[C@@H]1CN([C@H](C)CO)C(=O)c2cccc(NC(=O)C3CCOCC3)c2O[C@H]1CN(C)S(C)(=O)=O | 2.2 | -24.1
Cc1ccc(S(=O)(=O)Nc2cccc3c2O[C@H](CN(C)S(=O)(=O)c2ccc(C)cc2)[C@H](C)CN([C@H](C)CO)C3=O)cc1 | 8.3 | 1.7

As a working copy, part of the list above:
SMILES | INS-1E ATP HTS | T cruzi intra
CNC[C@H]1Oc2c(NS(C)(=O)=O)cccc2C(=O)N([C@@H](C)CO)C[C@H]1C | 8.7 | -5.0
C[C@@H]1CN([C@H](C)CO)C(=O)CCCn2nncc2CO[C@H]1CN(C)C(=O)C1CCCCC1 | / | -4.0
C[C@@H]1CN([C@H](C)CO)C(=O)c2cc(NC(=O)Nc3ccccc3)ccc2O[C@H]1CN(C)Cc1ccc2c(c1)OCO2 | -0.7 | -15.0

Following part
SMILES | INS-1E ATP HTS | T cruzi intra
C[C@H](CO)N1C[C@H](C)[C@@H](CN(C)S(=O)(=O)c2ccc(Cl)cc2)Oc2ccc(NC(=O)CCCN(C)C)cc2C1=O | / | 7.2
C[C@H]1CN([C@@H](C)CO)C(=O)Cc2cc(NS(=O)(=O)c3cccs3)ccc2O[C@@H]1CN(C)Cc1ccc(C(=O)Nc2ccccc2N)cc1 | -8.3 | 46.0
C[C@H]1CN([C@@H](C)CO)C(=O)c2cc(NC(=O)Nc3ccccc3)ccc2O[C@@H]1CN(C)C(=O)Nc1cccc2ccccc12 | -1.5 | 1.9
Cc1ccc(S(=O)(=O)Nc2ccc3c(c2)C(=O)N([C@H](C)CO)C[C@H](C)[C@@H](CN(C)C(=O)Nc2ccc4c(c2)OCO4)O3)cc1 | 3.7 | -18.0
Cc1noc(C)c1S(=O)(=O)Nc1ccc2c(c1)C(=O)N([C@@H](C)CO)C[C@@H](C)[C@@H](CN(C)Cc1ccc(Oc3ccccc3)cc1)O2 | -37.3 | 8.7
C[C@@H]1CN([C@@H](C)CO)C(=O)c2cc(NC(=O)CCC(F)(F)F)ccc2O[C@@H]1CN(C)S(C)(=O)=O | 1.6 | 6.8
COc1ccc(NC(=O)N(C)C[C@@H]2Oc3c(NC(=O)Nc4ccccc4)cccc3C(=O)N([C@H](C)CO)C[C@@H]2C)cc1 | -1.9 | -1.8
C[C@@H]1CCCCO[C@H](CN(C)S(=O)(=O)c2ccc(Cl)cc2)[C@@H](C)CN([C@H](C)CO)C(=O)c2cc(NC(=O)Nc3ccc4c(c3)OCO4)ccc2O1 | -18.5 | 34.0
C[C@@H]1CN([C@@H](C)CO)C(=O)c2cc(NC(=O)Nc3ccc4c(c3)OCO4)ccc2O[C@H]1CN(C)Cc1ccc(Cl)c(Cl)c1 | -24.1 | 3.8
C[C@@H]1CN([C@H](C)CO)C(=O)c2cc(NS(C)(=O)=O)ccc2O[C@H]1CN(C)S(=O)(=O)c1cccs1 | 5.6 | 12.3
Cc1noc(C)c1NC(=O)Nc1ccc2c(c1)CC(=O)N([C@H](C)CO)C[C@H](C)[C@H](CN(C)C(=O)Nc1ccc3c(c1)OCO3)O2 | 0.5 | 0.0
Cc1noc(C)c1S(=O)(=O)Nc1ccc2c(c1)C(=O)N([C@H](C)CO)C[C@H](C)[C@@H](CN(C)Cc1ccc(C(=O)O)cc1)O2 | 6.3 | 12.2
C[C@H](CO)N1C[C@H](C)[C@H](CN(C)S(=O)(=O)c2ccc3c(c2)OCCCO3)OCc2cn(nn2)CCCC1=O | / | -16.2
COc1ccc(S(=O)(=O)N(C)C[C@@H]2Oc3c(NS(=O)(=O)c4ccc(Cl)cc4)cccc3C(=O)N([C@H](C)CO)C[C@@H]2C)cc1 | -5.5 | 21.7
C[C@@H]1CN([C@@H](C)CO)C(=O)c2cccc(NS(=O)(=O)c3ccc(Cl)cc3)c2O[C@@H]1CN(C)C(=O)Nc1ccccc1 | 0.7 | 13.8
C[C@@H]1CN([C@@H](C)CO)C(=O)c2cc(NC(=O)C3CCCCC3)ccc2O[C@@H]1CN(C)C(=O)Nc1ccc(F)cc1 | -3.6 | 7.5
C[C@H]1CN([C@@H](C)CO)C(=O)Cc2cc(NS(=O)(=O)c3cn(C)cn3)ccc2O[C@H]1CN(C)S(=O)(=O)c1cn(C)cn1 | 18.2 | -40.2
C[C@@H]1CN([C@H](C)CO)C(=O)c2cc(NC(=O)c3ccncc3)ccc2O[C@H]1CN(C)C(=O)Nc1ccc2c(c1)OCO2 | -2.0 | -16.6
C[C@@H]1CN([C@H](C)CO)C(=O)c2cccc(NS(=O)(=O)c3cn(C)cn3)c2O[C@@H]1CN(C)C(=O)Nc1cccc2ccccc12 | 1.8 | -3.5
C[C@@H]1CN([C@@H](C)CO)C(=O)Cc2cc(NS(=O)(=O)c3ccccc3)ccc2O[C@@H]1CN(C)Cc1ccc(Oc2ccccc2)cc1 | -20.3 | 44.7
C[C@H]1CN([C@@H](C)CO)C(=O)c2cccc(NC(=O)c3ccc(-c4nccs4)cc3)c2O[C@@H]1CN(C)C | -5.0 | 12.8
C[C@H]1CN([C@@H](C)CO)C(=O)c2cc(NC(=O)Cn3cnnn3)ccc2O[C@@H]1CN(C)C(=O)Nc1ccc(F)cc1 | 7.2 | -4.9
CNC[C@H]1Oc2ccc(NS(=O)(=O)c3ccc(OC)cc3)cc2CC(=O)N([C@@H](C)CO)C[C@@H]1C | -6.3 | -16.1
C[C@H](CO)N1C[C@H](C)[C@H](CN(C)Cc2ccc(-c3ccccc3)cc2)Oc2ccc(NC(=O)C3CC3)cc2C1=O | -5.8 | 3.2
C[C@@H]1CN([C@@H](C)CO)C(=O)c2cc(NC(=O)c3ccncc3)ccc2O[C@@H]1CN(C)S(=O)(=O)c1ccc(F)cc1 | 2.1 | -15.7
COc1ccc(NC(=O)N(C)C[C@H]2OCCCC[C@@H](C)Oc3ccc(NS(=O)(=O)c4ccc(Cl)cc4)cc3C(=O)N([C@H](C)CO)C[C@@H]2C)cc1 | 7.7 | -7.2
C[C@@H]1CN([C@@H](C)CO)C(=O)CCCn2cc(nn2)CO[C@H]1CN(C)C(=O)Nc1cccc(C(F)(F)F)c1 | / | -12.8
C[C@@H]1CN([C@H](C)CO)C(=O)Cc2cc(NC(=O)Nc3ccc(C(F)(F)F)cc3)ccc2O[C@@H]1CN(C)C | 3.7 | 1.2
C[C@@H]1CN([C@H](C)CO)C(=O)Cc2cc(NC(=O)Nc3ccccc3)ccc2O[C@@H]1CN(C)Cc1ccncc1 | 7.8 | -19.1
Cc1noc(C)c1S(=O)(=O)Nc1ccc2c(c1)C(=O)N([C@@H](C)CO)C[C@H](C)[C@H](CN(C)Cc1ccc(Cl)c(Cl)c1)O2 | -11.6 | 62.4*
C[C@@H]1CN([C@H](C)CO)C(=O)c2cccc(NC(=O)c3nc4ccccc4s3)c2O[C@@H]1CN(C)C(=O)Nc1ccccc1 | -4.3 | 3.7
C[C@@H]1CN([C@H](C)CO)C(=O)Cc2cc(NS(=O)(=O)c3ccc(Cl)cc3)ccc2O[C@@H]1CN(C)Cc1ccccc1 | -8.9 | 54.9
C[C@H]1CN([C@@H](C)CO)C(=O)Cc2cc(NS(=O)(=O)c3ccc(F)cc3)ccc2O[C@H]1CN(C)S(=O)(=O)c1ccc(F)cc1 | 2.6 | 8.9
COc1ccc(S(=O)(=O)Nc2ccc3c(c2)C(=O)N([C@H](C)CO)C[C@@H](C)[C@H](CN(C)C(=O)NC(C)C)O3)cc1 | 6.1 | 1.0
CNC[C@H]1Oc2ccc(NC(=O)Cc3cn(C)c4ccccc34)cc2C(=O)N([C@H](C)CO)C[C@H]1C | 8.3 | -17.8
C[C@H]1CN([C@@H](C)CO)C(=O)c2cc(NC(=O)Nc3ccc4c(c3)OCO4)ccc2O[C@@H]1CN(C)S(=O)(=O)c1ccccc1 | / | 0.4
C[C@H]1CN([C@@H](C)CO)C(=O)c2cc(NS(=O)(=O)c3cccs3)ccc2O[C@H]1CN(C)C(=O)Nc1ccccc1 | 0.0 | -18.4
C[C@H]1CN([C@@H](C)CO)C(=O)c2cccc(NS(=O)(=O)c3ccc(F)cc3)c2O[C@H]1CN(C)C(=O)Nc1cccc2ccccc12 | -7.9 | 11.2
C[C@@H]1CN([C@H](C)CO)C(=O)c2cc(NC(=O)Cc3ccccc3)ccc2O[C@H]1CN(C)S(=O)(=O)c1ccc(F)cc1 | -5.3 | 6.9
COc1ccc(S(=O)(=O)Nc2ccc3c(c2)CC(=O)N([C@H](C)CO)C[C@H](C)[C@H](CN(C)C(=O)Nc2ccccc2)O3)cc1 | -7.4 | -4.2
COc1ccc(S(=O)(=O)N(C)C[C@@H]2Oc3c(NC(=O)Nc4ccccc4)cccc3C(=O)N([C@H](C)CO)C[C@@H]2C)cc1 | -24.4 | 3.8
C[C@@H]1CN([C@@H](C)CO)C(=O)c2cccc(NS(C)(=O)=O)c2O[C@@H]1CN(C)S(=O)(=O)c1cn(C)cn1 | 2.5 | -14.4
C[C@@H]1CN([C@@H](C)CO)C(=O)c2cc(NC(=O)Cc3ccccc3)ccc2O[C@H]1CN(C)CC1CCCCC1 | -4.5 | -38.5
COc1ccc(NC(=O)Nc2ccc3c(c2)C(=O)N([C@H](C)CO)C[C@H](C)[C@@H](CN(C)C(=O)C2CCCCC2)OCCCC[C@@H](C)O3)cc1 | -4.7 | 19.6
C[C@H]1CN([C@@H](C)CO)C(=O)Cc2cc(NC(=O)CCC(F)(F)F)ccc2O[C@H]1CN(C)S(=O)(=O)c1ccccc1 | 16.9 | -21.3
C[C@H](CO)N1C[C@H](C)[C@@H](CN(C)C(=O)Nc2ccc(C(F)(F)F)cc2)Oc2ccc(NS(=O)(=O)c3ccccc3)cc2C1=O | -10.5 | -2.2
C[C@H](CO)N1C[C@H](C)[C@H](CN(C)S(=O)(=O)c2cn(C)cn2)Oc2c(NS(=O)(=O)c3ccc(Cl)cc3)cccc2C1=O | 2.9 | -2.5
Cc1ccc(S(=O)(=O)N(C)C[C@@H]2Oc3ccc(NC(=O)Nc4ccccc4)cc3CC(=O)N([C@H](C)CO)C[C@@H]2C)cc1 | -6.1 | -30.8
O=C(N/N=C/c1cccc2ccccc12)c1ccccn1 | 3.6 | -16.4
C[C@@H]1CN([C@@H](C)CO)C(=O)c2cccc(NC(=O)C3CCOCC3)c2O[C@H]1CN(C)C(=O)Nc1ccc(F)cc1 | 1.9 | -24.5

Additional entries
SMILES | INS-1E ATP HTS | T cruzi intra
COc1ccc(NC(=O)Nc2ccc3c(c2)C(=O)N([C@H](C)CO)C[C@H](C)[C@@H](CN(C)Cc2ccncc2)OCCCC[C@@H](C)O3)cc1 | 1.0 | -9.5
COc1ccc(S(=O)(=O)N(C)C[C@@H]2Oc3ccc(NC(=O)Cc4ccccc4)cc3C(=O)N([C@H](C)CO)C[C@H]2C)cc1 | -6.7 | 11.5
C[C@H]1CN([C@@H](C)CO)C(=O)Cc2cc(NC(=O)c3ccncc3)ccc2O[C@H]1CN(C)Cc1ccc(C(F)(F)F)cc1 | 6.3 | 9.9
Cc1ccc(S(=O)(=O)N(C)C[C@@H]2Oc3c(NC(=O)Nc4ccc(F)cc4)cccc3C(=O)N([C@@H](C)CO)C[C@H]2C)cc1 | 40.3 | 15.1
C[C@@H]1CN([C@H](C)CO)C(=O)c2cccc(NS(=O)(=O)c3ccccc3)c2O[C@H]1CN(C)CC1CCCCC1 | 10.3 | -20.0
COc1ccc(NC(=O)N(C)C[C@H]2Oc3ccc(NC(=O)c4ccncc4)cc3CC(=O)N([C@H](C)CO)C[C@H]2C)cc1 | 2.6 | -10.3
C[C@H]1CN([C@@H](C)CO)C(=O)Cc2cc(NC(=O)Cn3cnnn3)ccc2O[C@@H]1CN(C)C(=O)Nc1ccccc1 | -6.1 | -14.6
O=C(CCCCCCC(=O)Nc1ccccc1O)N/N=C/c1ccccc1O | 8.3 | 23.5
C[C@H](CO)N1C[C@H](C)[C@H](CN(C)Cc2ccncc2)Oc2ccc(NC(=O)CCCN(C)C)cc2C1=O | 1.6 | -17.0
C[C@H](CO)N1C[C@H](C)[C@H](CN(C)Cc2ccc(C(=O)Nc3ccccc3N)cc2)Oc2ccc(NC(=O)Nc3ccc4c(c3)OCO4)cc2CC1=O | 47.9 | 67.1*
